High-throughput results as filed in PubChem BioAssay.
OPRM1-OPRD1 ag – OPRM1-OPRD1 heterodimerization agonism | AID 504326 | P35372+P41143 | cells, luminescence | activation, % at 9.3 µM | 0.3% of 340,000 active; in the data active = activation above about 18%;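 also: 0% = vehicle-treated cells and 100% = reference agonist; values of inactives mirror those of a sister screen read the other way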
HTR5A ag ctr – HTR5A agonism, opioid heterodimer counter-screen | HTR5A agonist assay, luminescence, cell-based | activation, % at 9.3 µM | 0.61% of 340,000 active | AID 504692; in the data active = activation mostly above about 9.5%, no sharp cut-off; inactive = mostly below about 7.6%;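 also: 0% = cells with vehicle only and 100% = reference agonist; strong numbers were not always called active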
Target sequence (P47898 whole entry, looked up): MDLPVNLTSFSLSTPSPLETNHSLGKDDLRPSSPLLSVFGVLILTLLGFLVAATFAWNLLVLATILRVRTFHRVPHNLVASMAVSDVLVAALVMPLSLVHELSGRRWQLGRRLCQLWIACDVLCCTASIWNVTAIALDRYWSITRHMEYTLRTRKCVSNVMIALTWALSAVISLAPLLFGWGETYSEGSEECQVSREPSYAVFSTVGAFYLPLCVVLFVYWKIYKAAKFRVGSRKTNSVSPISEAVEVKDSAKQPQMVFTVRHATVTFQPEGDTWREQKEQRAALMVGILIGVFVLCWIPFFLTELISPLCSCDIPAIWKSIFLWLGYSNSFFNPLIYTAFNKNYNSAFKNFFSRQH
cardiac RTF act – cardiac RTF calcium sensitization. IANBD-labeled TnC RTF fluorescence at EC20 calcium; 0% EC20 calcium, 100% full calcium. activation, % at 7.2 µM. P19429+P45379. AID 493008. 0.24% of 340,000 active;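 active = activation above the mean over all tested compounds plus 3 SD, cut at about 30% in these data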;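 also: rise in fluorescence read as greater calcium sensitivity of cardiac thin filaments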
OPRM1-OPRD1 inv – inverse agonist of human OPRM1-OPRD1 heterodimerization. 0.21% of 340,000 active. cell-based MOR-DOR heterodimer luminescence, inverse agonism. P35372+P41143. inhibition, % at 9.3 µM; in the data active = inhibition above about 22%, passing the limit was not always enough;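 also: 0% = cells with DMSO and 100% = wells without cells with DMSO; values of inactives mirror those of a sister screen read the other way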
Keap1 Nrf2 FP – disrupts human Keap1 binding to Nrf2 peptide | Keap1 Kelch-Nrf2 peptide fluorescence polarization, 1536-well | inhibition, % at 9.4 µM | 0.15% of 340,000 active; in the data active = inhibition above about 12%;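 also: human Keap1 Kelch domain with fluorescein labeled Nrf2 9mer peptide probe; 0% = neutral control wells and 100% = peptide positive control; higher means more block of Keap1 binding to Nrf2 peptide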
Target sequence (Q14145 whole entry, looked up, the tested form may be a part): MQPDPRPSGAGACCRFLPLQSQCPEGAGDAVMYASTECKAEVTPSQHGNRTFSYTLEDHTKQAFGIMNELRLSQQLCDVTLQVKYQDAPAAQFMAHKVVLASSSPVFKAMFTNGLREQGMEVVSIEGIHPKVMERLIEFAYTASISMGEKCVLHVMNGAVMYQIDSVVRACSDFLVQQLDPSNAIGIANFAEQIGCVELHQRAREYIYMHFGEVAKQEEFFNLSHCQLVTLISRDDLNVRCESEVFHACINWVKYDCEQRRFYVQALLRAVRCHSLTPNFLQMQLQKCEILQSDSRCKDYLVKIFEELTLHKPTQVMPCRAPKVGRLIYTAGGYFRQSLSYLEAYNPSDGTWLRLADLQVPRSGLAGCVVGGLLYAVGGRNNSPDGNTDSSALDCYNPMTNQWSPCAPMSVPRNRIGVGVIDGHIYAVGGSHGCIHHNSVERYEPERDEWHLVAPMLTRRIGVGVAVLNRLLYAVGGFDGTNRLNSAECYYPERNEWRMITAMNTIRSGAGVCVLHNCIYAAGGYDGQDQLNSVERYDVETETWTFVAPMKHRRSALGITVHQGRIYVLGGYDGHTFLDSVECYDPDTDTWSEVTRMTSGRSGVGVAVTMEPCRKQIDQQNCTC
V-ATPase pHluor – regulators of yeast V-ATPase proton transport; S. cerevisiae, pHLuorin cytosolic pH fluorescence; response, % at 10 µM; 0.37% of 350,000 active; AID 504577; in the data active = response mostly above about 7.3%, no sharp cut-off; inactive = mostly below about 5.4%; also: actives read high; inactives centre near 0; some compounds called inactive have numbers as strong as hits; reference of the scale not given here
LANA DNA inh – inhibitors of KSHV LANA C-terminal domain DNA binding; MBP-C-LANA/FAM-LBS DNA binding, fluorescence polarization; inhibition, % at 9 µM; 0.078% of 340,000 active; AID 504423;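 active = highest replicate inhibition at or above 60% at 9 µM, even if other replicates fall short; inactive = all replicates below 60% inhibition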;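 also: 0% = neutral control wells and 100% = 4 µM acridine orange control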
HTR5A inv ag – HTR5A inverse agonism, opioid heterodimer counter-screen | P47898 | HTR5A cell line, luminescence | inhibition, % at 9.3 µM | 0.083% of 340,000 active | AID 504634; in the data active = inhibition mostly above about 23%, no sharp cut-off; inactive = mostly below about 18%;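 also: 0% = cells with DMSO and 100% = no-cell wells with DMSO; some compounds called inactive have numbers as strong as hits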
CAL-PDZ inh HTS – inhibitors of human CAL PDZ peptide binding; Q9HD26; purified CAL PDZ, TMR-peptide fluorescence polarization, 1 h; inhibition, % at 24.9 µM; 0.92% of 300,000 active; AID 602252;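 active = mean inhibition of at least 30% with at least half of replicates also reaching 30%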;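 also: 0% = DMSO neutral control and 100% = excess unlabeled competitor peptide PRC23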
RTF Ca sens inh – cardiac RTF calcium desensitization; P19429+P45379; IANBD-labeled cardiac RTF, Ca2+ fluorescence; inhibition, % at 7.15 µM; 0.12% of 340,000 active;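 active = inhibition above the mean inhibition of all tested compounds plus 3 SD, cut at about 17% in these data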;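 also: assay run at fixed EC70 calcium of 1.6 mM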
Active calls of the source: *; x = not tested or not shown. Rows were taken by chance. Share with any hit: about 2.8%.

# | Structure | OPRM1-OPRD1 ag | HTR5A ag ctr | cardiac RTF act | OPRM1-OPRD1 inv | Keap1 Nrf2 FP | V-ATPase pHluor | LANA DNA inh | HTR5A inv ag | CAL-PDZ inh HTS | RTF Ca sens inh
1 | CCCn1nnnc1NCc1ccc(N(CC)CC)cc1 | -1.2 | 5 | 0 | 7 | 3 | -3 | -1.5 | -8 | 2 | 0
2 | CCc1ccc(C(=O)COC(=O)CNC(=O)CNS(=O)(=O)c2ccccc2)cc1 | -1.8 | -1 | -6 | 10 | -3 | -5 | -1.3 | 9 | 1 | -2
3 | CCOC(=O)CN1C(=O)C(O)(C2CCc3ccccc3C2=O)c2ccccc21 (configuration not stated) | -4.1 | -2 | -4 | 23 | 0 | 2 | -1.3 | 6 | -2 | 4
4 | CCOC(=O)c1ccc(N=c2scc(C)n2CC)cc1 | -0.1 | 13* | 5 | 1 | -2 | -2 | 0.3 | -36 | -6 | 0
5 | Nc1cccc(C(=O)OCC(=O)c2ccccc2)c1 | -2.2 | 1 | 1 | 12 | -9 | 6 | -0.2 | -15 | 3 | -9
6 | COC(=O)c1c(C)oc2ccc(N(C(=O)c3ccncc3)S(=O)(=O)c3ccc(C)cc3)cc12 | -1.9 | 7 | -3 | 11 | -8 | 1 | 0.2 | -18 | -3 | 0
7 | Nc1nc2ccc(Br)cc2o1 | 1.3 | 0 | -5 | -6 | 3 | 5 | 0.6 | 0 | x | 3
8 | COCCCn1cnnc1SCC(=O)Nc1ccc(S(=O)(=O)N2CCCC2)cc1 | -2.7 | 5 | 3 | 14 | -6 | 1 | -0.5 | -11 | 0 | 2
9 | Cc1cc(C)nc(NS(=O)(=O)c2ccc(NC(=O)c3ccc4c(c3)OCCO4)cc2)n1 | 0.2 | 4 | 11 | -1 | 0 | 0 | 1.5 | -11 | 10 | -9
10 | CN(C)/C=C1\N=C(c2cccnc2Oc2ccc(Cl)cc2)OC1=O | -4.0 | 3 | -4 | 20 | -4 | 3 | -2.0 | -8 | 0 | -9
11 | Cn1cnnc1SCC(=O)c1ccc2c(c1)OCO2 | -1.9 | 16 | -4 | 8 | -4 | -2 | 2.1 | -39 | 3 | -4
12 | C[C@H](CO)N1C[C@H](C)[C@@H](CN(C)C(=O)Nc2ccc(C(F)(F)F)cc2)Oc2c(NS(=O)(=O)c3cccs3)cccc2C1=O | 0.6 | 4 | 11 | -3 | 0 | 1 | 4.0 | -7 | -3 | -14
13 | COc1ccccc1N1CCN(CCCCN2C(=O)C3CCCCN3C2=O)CC1 (configuration not stated) | -1.0 | 2 | 1 | 5 | 2 | 1 | 4.7 | -7 | 0 | -8
14 | Cc1ccc(N/C=C/C(=O)c2cccs2)cc1 | -3.2 | 0 | -4 | 16 | -4 | 3 | 0.0 | -3 | x | -3
15 | CCS(=O)(=O)c1nc(S(=O)(=O)c2ccc(C)cc2)c(NCCCN2CCCC2=O)s1 | -1.8 | 0 | -4 | 9 | -1 | 0 | 1.2 | 9 | 0 | 2
16 | CC1(C)CC(N2CCOCC2)=CC(=[N+]2CCOCC2)C1 | -4.1 | 4 | -5 | 21 | 7 | 2 | -1.1 | -20 | x | -1
17 | CC(=O)Nc1c(O)nc(SCC(=O)Nc2sc3c(c2C#N)CCCCCC3)[nH]c1=O | -3.6 | 1 | -6 | 19 | -1 | 0 | -0.8 | -13 | -6 | 0
18 | Cc1ccc(C(=O)OCC(=O)NCc2ccc(F)cc2)o1 | -0.3 | 2 | 2 | 1 | -5 | -3 | 0.9 | -6 | -4 | -7
19 | O=C(NCCc1ccc(C(F)(F)F)cc1)c1ccc(Cl)nc1 | -1.0 | 3 | 2 | 6 | -5 | 0 | -0.2 | -11 | -14 | -6
20 | Cc1cccc(C)c1NC(=O)CN(C)C(=O)CC1Sc2ccccc2NC1=O (configuration not stated) | -0.8 | 4 | -6 | 5 | -1 | 1 | -0.6 | -10 | -4 | -5
21 | CCOC(=O)C1CCCN(S(=O)(=O)c2cc(OCC(N)=O)c(C)cc2Cl)C1 (configuration not stated) | -1.7 | 0 | -2 | 10 | -5 | 3 | -0.3 | -42 | -3 | -6
22 | Cc1cccc(C)c1NS(=O)(=O)c1ccc(NC(=O)c2ccc(Cl)c([N+](=O)[O-])c2)cc1 | 6.7 | -1 | -8 | -48 | 6 | 2 | 0.3 | 2 | -4 | 4
23 | COc1cc([N+](=O)[O-])ccc1N1C(=O)CC(Sc2nccc(C)n2)C1=O (configuration not stated) | -1.4 | 0 | -6 | 7 | -3 | -3 | -0.1 | 0 | -5 | 2
24 | Cc1ccccc1COc1ccc2oc(C)c(C(=O)O)c2c1 | -0.8 | 15 | -1 | 4 | -5 | -3 | -0.9 | -15 | 0 | -16
25 | COc1ccc(CNC(=O)C2CCCN2)cc1OC (configuration not stated) | -1.1 | -3 | 2 | 5 | 3 | -1 | 0.5 | -6 | -1 | 1
26 | S=C(NCCN1CCOCC1)Nc1ccc(Cl)c(Cl)c1 | 1.2 | 3 | -6 | -9 | 1 | -2 | -0.7 | -9 | 5 | 0
27 | Cc1c(C#N)c2ccccc2n1CC(=O)N1CCc2ccccc2C1 | -1.7 | -4 | 6 | 9 | -3 | -2 | -0.9 | 11 | x | 3
28 | Cc1nc2nc(NC(=O)c3ccco3)nn2c(C)c1Cl | -3.4 | -5 | -1 | 17 | 0 | -1 | -0.5 | -8 | -2 | -4
29 | Cc1ccc(CN2CCN(Cc3ccccc3C(F)(F)F)CC2)cc1 | 15 | 2 | 5 | -84 | -2 | -3 | 1.0 | -2 | -1 | -20
30 | C[C@@]12C(=O)Nc3cc(F)c(F)cc3C(=O)N1[C@H]1c3cc(Cl)ccc3OC[C@@H]1[C@@H]2c1ccccc1 | 3.0 | 14 | -5 | -16 | -4 | 4 | 1.8 | 12 | 2 | -4
31 | Cc1cc(C)c(NC(=O)CN2CCN(c3ccccn3)CC2)c(C)c1 | -3.1 | -4 | 0 | 15 | -3 | -2 | -0.9 | 14 | 5 | -1
32 | Cc1nc(N)c2c(Cc3cccc4ccccc34)nn(C(C)(C)C)c2n1 | 6.7 | -1 | 1 | -36 | -7 | 0 | -1.2 | -15 | -3 | 2
33 | O=C(COC(=O)c1ccco1)c1ccc2ccccc2c1 | -2.7 | 0 | 0 | 14 | -6 | 2 | -3.3 | -12 | 1 | -9
34 | COc1cccc2c(=O)n(CC(=O)NC3CCCC3)ccc12 | -1.3 | 7 | 0 | 7 | -1 | 0 | 1.0 | -21 | -8 | -4
35 | O=C(Nc1ccc(Cl)cc1)C1CC(=O)n2c(nc3ccccc32)N1 (configuration not stated) | 0.7 | 3 | -2 | -3 | 0 | 1 | -0.1 | -7 | 8 | 5
36 | O=c1oc(CCCO)cc2ccc(C#CC3(O)CCCCC3)cc12 | -1.5 | 5 | -3 | 9 | 0 | 0 | -0.6 | -14 | -4 | 3
37 | Cc1cc(C(=O)OC2CCOC2=O)c2ccccc2n1 (configuration not stated) | 1.1 | -1 | 6 | -7 | -4 | 2 | -0.1 | 2 | -4 | 19*
38 | O=C(CSc1ccc(F)cc1)NC(=O)NCc1ccccc1 | 0.0 | 2 | 5 | 0 | -3 | -3 | -3.4 | -5 | -6 | -1
39 | COc1ccc(CN2C(=O)c3cccnc3C2=O)cc1S(=O)(=O)N1CC(C)Oc2ccccc21 (configuration not stated) | 0.2 | -1 | -7 | -1 | 2 | -5 | -2.2 | 3 | -4 | 3
40 | Cc1ccc(O)c(-c2cc(-c3ccccc3F)[nH]n2)c1 | 11 | -4 | 6 | -63 | 0 | 4 | -0.2 | -18 | -1 | -3
41 | CCOC(=O)C1=C(COC(=O)[C@@H](NC(=O)c2cccc(C)c2)C(C)C)NC(=O)NC1C (some centres not stated) | -3.1 | 1 | -1 | 16 | 1 | -1 | -0.4 | -3 | -5 | -10
42 | Fc1ccc(C2CCCN2Cc2nc(CC3CC3)no2)cc1 (configuration not stated) | 1.3 | 3 | 2 | -6 | -1 | 2 | 0.5 | -27 | -2 | -7
43 | CCOc1cccc(CNc2ccc(O)cc2)c1OCc1ccc(Cl)cc1 | 17 | 8 | 0 | -85 | -3 | -2 | 0.9 | -21 | 0 | -12
44 | Cc1onc(COc2ccccc2O)c1Br | 0.0 | -3 | 1 | 0 | -4 | 1 | -0.1 | 16 | -1 | -11
45 | COc1ccc2[nH]c3c(=O)n(Cc4ccc(C(=O)N5CCCC5)cc4)c(=S)[nH]c3c2c1 | -0.9 | 1 | -2 | 5 | -4 | -1 | 0.1 | -16 | x | -6
46 | Cc1ccc(Nc2nc(N)c([N+](=O)[O-])c(NCCO)n2)cc1C | -2.3 | -2 | 4 | 12 | -3 | 3 | -17 | 10 | x | -1
47 | Cc1noc(NS(=O)(=O)c2ccc(NC(=O)CC34CC5CC(CC(Br)(C5)C3)C4)cc2)c1C | -1.9 | 7 | -5 | 10 | 0 | -1 | -0.4 | -27 | -1 | 3
48 | O=C(c1ccco1)N1CCN(C(=O)C23CC4CC(CC(C4)C2)C3)CC1 | -4.3 | -5 | -3 | 22 | 0 | -1 | -1.2 | 12 | -2 | 6
49 | O=S(=O)(c1cccc(F)c1)N1CCN(c2nc(-c3cccnc3)nc3ccccc23)CC1 | -0.8 | -5 | 4 | 3 | -5 | -1 | 1.1 | 13 | -3 | -1
50 | CCN(CC)CCn1c(NCc2ccc3c(c2)OCO3)nc2ccccc21 | x | x | -5 | x | -5 | 1 | -1.7 | x | -1 | -5
51 | COc1ccccc1NC(=O)CCCCCN1C(=O)c2cccc3cccc(c23)C1=O | 0.8 | -3 | 4 | -4 | -3 | 1 | -0.5 | 10 | -3 | -5
52 | CC(=O)N(Cc1ccc2c(c1)OCO2)C1CC(=O)N(CCc2ccccc2)C1=O (configuration not stated) | -2.9 | 6 | 0 | 16 | -3 | 0 | -0.5 | -16 | -2 | 6
53 | CC(C)COc1ccc(CNC(=S)Nc2ccccc2)cc1Cl | 3.9 | 0 | 7 | -17 | 4 | -2 | 2.4 | 1 | -4 | -1
54 | Cc1c(N(C(=O)c2cc(=O)[nH]c3ccccc23)C(C)C)c(=O)n(-c2ccccc2)n1C | -1.7 | -2 | 9 | 10 | -7 | 3 | 0.1 | 6 | 0 | 1
55 | O=C(NN=C1CCCC1)c1ccccc1O | -1.9 | 2 | 1 | 10 | -1 | -3 | -1.6 | -6 | x | -15
56 | COc1ccc([N+](=O)[O-])cc1NC(=O)c1ccccc1N(C)S(C)(=O)=O | -3.3 | -3 | 5 | 16 | -6 | -2 | 2.7 | 7 | -1 | -19
57 | COC(=O)C1=C(C(=O)OC)[C@@H]2N(C)c3ccccc3[C@@]23C[C@@H](CO)N(C(=O)c2cccs2)C3=N1 | -1.0 | 0 | -6 | 6 | -2 | 7 | 1.6 | -5 | 1 | -11
58 | Cc1cc2nnc(SCC(=O)NCc3cccs3)n2c(N)n1 | 0.8 | -1 | 0 | -4 | 1 | 0 | 0.1 | 12 | x | -6
59 | CC(C)c1onc(C(=O)N2CCCCCC2)c1[N+](=O)[O-] | -3.1 | 1 | -4 | 16 | -1 | 2 | 1.3 | 12 | -1 | 6
